Source: PubChem BioAssay (Sanford-Burnham Center for Chemical Genomics)
tim23-1 inh = tim23-1 yeast growth inhibition. 330,000 compounds, 1.3% hits. inhibition, % at 20 µM. S. cerevisiae tim23-1 growth, BacTiter-Glo luminescence, 24 h;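 active = growth inhibition of the mutant yeast at or above 50%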;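 note: temperature-sensitive mutant grown at 25 °C; plate controls were DMSO-treated mutant yeast for no effect and medium wells lacking yeast for full effect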
CXCR6 block = CXCR6 (human) receptor inhibition; O00574; inhibition, % at 20 µM; CHO-K1 PathHunter CXCR6 beta-arrestin, luminescence; 360,000 compounds, 0.36% hits; in the data active = inhibition above about 34%, passing the limit was not always enough;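 note: antagonist mode with CXCL16 agonist at 10 nM final; 0% = 10 nM CXCL16 with DMSO and 100% = unstimulated wells without agonist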
Target sequence (O00574 whole entry, looked up): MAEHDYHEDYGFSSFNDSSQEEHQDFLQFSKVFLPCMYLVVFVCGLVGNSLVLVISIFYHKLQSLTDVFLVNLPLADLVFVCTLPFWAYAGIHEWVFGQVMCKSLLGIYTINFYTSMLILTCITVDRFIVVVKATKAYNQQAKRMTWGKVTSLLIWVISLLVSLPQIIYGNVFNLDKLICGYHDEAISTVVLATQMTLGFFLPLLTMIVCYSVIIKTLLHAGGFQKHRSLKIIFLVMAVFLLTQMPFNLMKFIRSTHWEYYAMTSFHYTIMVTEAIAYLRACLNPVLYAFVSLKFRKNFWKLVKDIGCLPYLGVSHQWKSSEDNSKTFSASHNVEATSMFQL
APJ antagonist = APJ receptor antagonism | 330,000 compounds, 0.32% hits | inhibition, % at 20 µM | CHO-K1 APJ beta-arrestin complementation, luminescence | AID 2521;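 active = inhibition above about 40% at 20 µM, limit read from the data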;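 note: cells challenged with 10 nM apelin-13 agonist together with compound; plate controls were apelin-13 plus DMSO wells for no effect and DMSO wells lacking apelin-13 for full effect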
Target sequence (P35414 whole entry, looked up): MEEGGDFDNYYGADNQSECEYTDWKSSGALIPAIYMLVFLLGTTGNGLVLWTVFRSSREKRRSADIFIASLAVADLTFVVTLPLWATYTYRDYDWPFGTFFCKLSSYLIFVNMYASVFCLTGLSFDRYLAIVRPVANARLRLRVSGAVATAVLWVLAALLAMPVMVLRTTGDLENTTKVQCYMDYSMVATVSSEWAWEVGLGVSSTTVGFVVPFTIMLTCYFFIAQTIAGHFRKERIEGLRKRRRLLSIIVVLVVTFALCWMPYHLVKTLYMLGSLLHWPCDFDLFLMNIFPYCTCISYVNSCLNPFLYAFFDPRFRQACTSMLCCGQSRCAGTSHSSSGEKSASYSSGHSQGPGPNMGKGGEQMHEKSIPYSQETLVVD
Mdm2-MdmX inh = disrupts the human Mdm2-MdmX interaction; 330,000 compounds, 3% hits; SaOS-2 split-luciferase Mdm2/MdmX complementation, luminescence; O15151+Q00987; inhibition, % at 8 µM;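 active = inhibition of at least 50% at 8 µM in the primary screen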
APJ ag = agonists of human APJ apelin receptor. CHO-K1 APJ PathHunter beta-arrestin, luminescence; 0% DMSO wells, 100% apelin. activation, % at 20 µM. 330,000 compounds, 0.11% hits. AID 2520;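 active = activation more than six SD over the plate average, tested at 20 µM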;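 note: 0% = DMSO alone and 100% = apelin-13 at 10 nM; some results filed as inactive read as strong as hits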
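Test system: CHO-K1 APJ beta-arrestin complementation cell line | Compound: Single test compound dose, 20 µM final, 1% DMSO | Incubation: Compound 90 min 25 °C, reagent 1 h | Measured by: beta-gal luminescence | Read-out basis: APJ–arrestin association signal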
CCR6 antag = antagonists of human CCR6 receptor. CHO-K1 CCR6 PathHunter beta-arrestin, luminescence, CCL20-stimulated. inhibition, % at 20 µM. 340,000 compounds, 0.49% hits. P51684. AID 493098;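 active = compounds whose inhibition of the agonist-driven luminescence signal at 20 µM reaches about 50%, limit read from the data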;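 note: cells stimulated with CCL20 at 14 nM final; plate controls were DMSO with CCL20 for no effect and DMSO without agonist for full effect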
XBP1 UPR activ = activators of adaptive arm of unfolded protein response (XBP1); 330,000 compounds, 0.33% hits; CHO-XBP1 luciferase reporter, IRE1-XBP1 UPR activation, luminescence; percent of tunicamycin response, DMSO as zero; activation, % at 20 µM;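 active = versus positive control, 20 µM dose yields 30% or more activation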;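 note: 100% = tunicamycin at 10 µg/mL and 0% = DMSO only wells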
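Assay system: IRE1-XBP1 luciferase reporter CHO line. Input: 1000 cells/well. Buffer or medium: F12 with 10% serum. Doses: 20 µM, 1% DMSO. Times: overnight seeding at 37 °C, 6 h compound treatment at 37 °C. Technique: Steady-Glo luciferase glow luminescence, 10 min after reagent addition.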
EBI2 antag = blocks human EBI2 receptor beta-arrestin signaling; EBI2 beta-arrestin recruitment, luminescence, 7a,25-OHC stimulated; inhibition, % at 5 µM; 360,000 compounds, 0.81% hits; AID 651636; in the data active = inhibition above about 38%;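 note: enzyme fragment complementation signal reports receptor beta-arrestin coupling in cells; 0% = agonist plus DMSO wells and 100% = wells without agonist; some results beyond the cut were filed as inactive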
Target sequence (P32249 whole entry, looked up, the tested form may be a part): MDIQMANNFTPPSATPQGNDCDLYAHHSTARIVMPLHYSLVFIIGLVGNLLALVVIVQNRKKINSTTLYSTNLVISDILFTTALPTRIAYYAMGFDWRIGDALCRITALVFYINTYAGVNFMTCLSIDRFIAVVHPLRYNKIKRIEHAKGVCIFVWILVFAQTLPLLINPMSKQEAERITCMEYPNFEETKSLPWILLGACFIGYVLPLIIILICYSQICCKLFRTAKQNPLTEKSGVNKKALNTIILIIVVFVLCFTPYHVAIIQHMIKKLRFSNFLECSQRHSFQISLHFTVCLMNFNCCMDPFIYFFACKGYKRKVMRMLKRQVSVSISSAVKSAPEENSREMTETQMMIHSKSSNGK
CHOP UPR activ = activators of apoptotic arm of unfolded protein response (CHOP); 330,000 compounds, 0.34% hits; activation, % at 10 µM; CHO-CHOP luciferase reporter, UPR activation, luminescence; percent of tunicamycin response over DMSO baseline;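 active = at 10 µM dose, activation of 40% or more, normalized to positive control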;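 note: 100% = tunicamycin at 10 µg/mL and 0% = DMSO alone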
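Assay system: CHO cells with stable CHOP pathway luciferase reporter; Buffer or medium: F12 plus 10% serum; Times: 16-18 h cell attachment, then 6 h compound exposure, 37 °C; Signal: luciferase luminescence; Read-out basis: percent activation relative to tunicamycin control; Control set: tunicamycin high control, DMSO low control.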
The depositor's hits bear a star. Some of the compounds tested. The share of hits here may be higher or lower than overall.

Start of the listing, in advance:
mol | tim23-1 inh | CXCR6 block | APJ antagonist | Mdm2-MdmX inh | APJ ag | CCR6 antag | XBP1 UPR activ | EBI2 antag | CHOP UPR activ
Cc1cc(C)c(NC(=O)CNC(=O)COC(=O)Cc2cccs2)c(C)c1 | 2 | -3 | 12 | 8 | 4 | 1 | -2 | -4 | 0.9
COc1ccc(-c2cc(C(=O)Nc3cc(C)on3)c3ccccc3n2)c(OC)c1 | 2 | 7 | -64 | 2 | 1 | 25 | 2 | 14 | -0.1

Results, from the first entry:
mol | tim23-1 inh | CXCR6 block | APJ antagonist | Mdm2-MdmX inh | APJ ag | CCR6 antag | XBP1 UPR activ | EBI2 antag | CHOP UPR activ
Cc1cc(C)c(NC(=O)CNC(=O)COC(=O)Cc2cccs2)c(C)c1 | 2 | -3 | 12 | 8 | 4 | 1 | -2 | -4 | 0.9
COc1ccc(-c2cc(C(=O)Nc3cc(C)on3)c3ccccc3n2)c(OC)c1 | 2 | 7 | -64 | 2 | 1 | 25 | 2 | 14 | -0.1
CCOc1cc(C(=O)NCC(=O)N/N=C/c2sccc2C)cc(OCC)c1OCC | 6 | -16 | 9 | 9 | -1 | -3 | -5 | -2 | -0.4
CCn1c(SCC(=O)Nc2cc(C)on2)nnc1-c1ccco1 | 2 | -2 | 3 | 9 | -2 | 14 | 2 | 1 | -1.8
CC1CCN(CC(O)COc2ccc(-c3ccccc3)cc2)CC1 (stereo unspecified) | -32 | 0 | 6 | 19 | 0 | 12 | -2 | -7 | 1.3
COc1cc2[nH]c(=S)n(Cc3ccco3)c(=O)c2cc1OC | -7 | -7 | 13 | -8 | -2 | 1 | 2 | 1 | -0.5
COc1cccc(C(=O)NNC(=O)c2cccnc2)c1 | 8 | -1 | 28 | 36 | -2 | 3 | -6 | 1 | 1.0
O=C(O)C1=C[C@H](C2CC2)C[C@H](OCc2ccc(CO)cc2)O1 | 8 | -12 | 17 | -30 | -2 | 4 | 2 | -14 | 0.0
CSc1sc(C(=O)O)c(C)c1C(C)=O | 5 | -2 | -6 | 14 | -3 | 0 | 0 | -3 | -4.6
COc1ccccc1CCNC(=O)c1ccc(Br)s1 | 28 | -1 | -12 | -24 | -5 | 0 | 2 | 10 | 1.3
C[C@H](NC(=O)c1nc[nH]c1C(=O)N[C@@H](CCCCN)C(=O)OC(C)(C)C)C(=O)OC(C)(C)C | 12 | 6 | 5 | -9 | 3 | 7 | -1 | -15 | 1.4
Cc1ccccc1Nc1nc(-c2ccccc2)c(C(=O)Nc2cccnc2)s1 | 13 | 6 | 0 | 5 | 1 | 17 | 2 | 17 | -0.3
Cn1c(=O)n(C)c2cc(N3CCOCC3)c(NC(=O)c3cccc(Cl)c3)cc21 | 15 | -4 | 21 | 32 | -5 | 7 | -3 | -10 | 0.9
Cn1c2ccsc2c2ncn(Cc3ccccc3F)c(=O)c21 | -13 | -4 | -3 | -25 | -2 | -5 | 5 | -4 | 3.5
COc1cc(S(=O)(=O)N2CCCCCC2)c(OC)cc1Br | 36 | -1 | 6 | 11 | -3 | 15 | -1 | -5 | -3.6
CC1(C)Cc2ccccc2-c2nnc(-c3ccco3)n21 | 9 | -4 | -1 | -11 | -3 | 9 | 1 | 5 | 3.1
O=C(c1cc(=O)[nH]c2ccccc12)N1CC=C(c2ccccc2)CC1 | 7 | -4 | 0 | 14 | 7 | 5 | -2 | -7 | -0.1
CC(=O)Nc1sc(C)c(C)c1C(=O)OCC(=O)Nc1cc(S(C)(=O)=O)ccc1Cl | 9 | -14 | 7 | -25 | -4 | -2 | -1 | 10 | 1.2
COc1ccc(N2C(=O)CSC2c2ccc3c(c2)OCO3)c(OC)c1 (stereo unspecified) | 21 | -2 | -7 | -20 | -4 | 2 | 0 | -3 | -0.2
FC(F)(F)c1nc(N2CCCC2)ncc1-c1nnnn1-c1ccc(Cl)cc1 | 23 | 3 | 13 | 30 | -5 | 15 | 0 | 25 | 0.5

Just CXCR6 block and EBI2 antag (6 entries from above):
| smiles | CXCR6 block | EBI2 antag |
| --- | --- | --- |
| COc1cc(S(=O)(=O)N2CCCCCC2)c(OC)cc1Br | -1 | -5 |
| CC1(C)Cc2ccccc2-c2nnc(-c3ccco3)n21 | -4 | 5 |
| O=C(c1cc(=O)[nH]c2ccccc12)N1CC=C(c2ccccc2)CC1 | -4 | -7 |
| CC(=O)Nc1sc(C)c(C)c1C(=O)OCC(=O)Nc1cc(S(C)(=O)=O)ccc1Cl | -14 | 10 |
| COc1ccc(N2C(=O)CSC2c2ccc3c(c2)OCO3)c(OC)c1 (stereo unspecified) | -2 | -3 |
| FC(F)(F)c1nc(N2CCCC2)ncc1-c1nnnn1-c1ccc(Cl)cc1 | 3 | 25 |

(continued)
mol | tim23-1 inh | CXCR6 block | APJ antagonist | Mdm2-MdmX inh | APJ ag | CCR6 antag | XBP1 UPR activ | EBI2 antag | CHOP UPR activ
COc1ccccc1CN1CC(C(=O)NCc2ccc(N3CCCC3=O)cc2)CCC1=O (stereo unspecified) | -3 | -6 | 18 | 7 | 3 | -2 | -9 | -10 | 0.4
CC(C)(C)Cc1nc(-c2ccccn2)no1 | 12 | -11 | 9 | 27 | -5 | -8 | -1 | -2 | 6.2
Cc1ccc(-n2c(SCC(=O)Nc3nccs3)nc3c(c2=O)SCC3)cc1 | -7 | 4 | 7 | 4 | 2 | 11 | 9 | -6 | 1.9
O=C(c1ccco1)N1CCN(Cc2cccc(F)c2)CC1 | 5 | -8 | 15 | 3 | 2 | -7 | -1 | 4 | 3.2
Cc1nc2ccc(NC(=O)N3CCN(c4ccccn4)CC3)cc2s1 | 35 | 2 | -8 | -37 | -2 | 6 | -1 | 5 | -1.5
C=CCN(CC=C)CCOc1cccc2ccccc12 | -2 | -3 | -5 | 19 | -4 | 15 | 1 | 2 | 1.7
O=C(O)CCCNc1ccc([N+](=O)[O-])c(NCCCC(=O)O)n1 | -2 | 2 | 9 | -27 | -3 | 16 | -3 | -12 | 0.0
O=C(NCCc1ccc(F)cc1)c1ccc(S(=O)(=O)N2CCCC2)cc1 | 36 | 4 | -6 | 19 | -3 | 12 | 1 | -3 | -1.3
COc1ccc(C(=O)NCc2nnc(SCC(=O)N3CCC(C)CC3)o2)cc1OC | 16 | -1 | 4 | -10 | 0 | 0 | -1 | -1 | 0.4
C=CCNC(=S)Nc1ccc(Br)cc1F | 4 | -13 | -1 | -8 | 1 | -5 | -1 | -7 | -0.8
CCOc1ccc(S(=O)(=O)N(C(=O)c2ccco2)c2cc3sc(=O)oc3c3ccccc23)cc1 | 21 | -10 | -40 | 44 | 1 | -4 | -2 | 19 | 1.8
CN(C)CCCNCCCCNC(=O)/C=N/O | 16 | 2 | 17 | -3 | 3 | -6 | -3 | -10 | 0.4
COc1cccc(CNC(=O)CCC2CCCN(C(=O)c3ccoc3C)C2)c1 (stereo unspecified) | 0 | -1 | 15 | -3 | -1 | 4 | -3 | 6 | 0.6
CCc1nnc(NC(=O)c2sc3nc4c(cc3c2N)CCCCC4)s1 | 8 | -3 | -3 | -97 | -2 | -4 | 3 | 8 | 7.4
C/C(=N\NC(=O)c1ccco1)c1ccc(C(=O)O)s1 | -4 | 7 | -20 | 25 | -1 | -5 | -2 | -12 | -1.1
Cc1ccc(C(=O)NCC(C)NC(=O)c2ccc(C)c(C)c2)cc1C (stereo unspecified) | 15 | 6 | -8 | 10 | -3 | -4 | 3 | -3 | 0.9
CC(NC(=O)NCCCC(=O)O)(C(F)(F)F)C(F)(F)F | 12 | -7 | 9 | 11 | -1 | -11 | -4 | 0 | 0.3
Cc1cc(C)nc(N2CCCC(C(=O)Nc3nnc(C(C)(C)C)s3)C2)n1 (stereo unspecified) | 13 | 0 | -8 | -8 | -2 | -4 | -5 | -3 | 0.6
Cc1ccccc1CO/N=C/c1[nH]ncc1Br | 13 | 4 | 8 | -9 | -1 | 8 | 4 | -3 | 1.1
CC(=O)Nc1ccc(NC(=O)CCn2c(=S)oc3ccccc32)cc1 | 11 | -10 | 5 | -7 | -1 | 22 | 2 | -13 | 0.1
Cc1cc(C)c(NC(=O)CSc2nc3ccccc3c(=O)n2CCCN2CCOCC2)c(C)c1 | 12 | -3 | -46 | -18 | -4 | 7 | -2 | 4 | -0.9
CCOc1ccc2nc(/N=C/c3nc(-c4ccccc4)oc3O)sc2c1 | -9 | 13 | 15 | -2 | 1 | 27 | 2 | 9 | 0.4
CCOc1ccc(S(=O)(=O)N2CCN(C(=O)c3ccco3)CC2)cc1 | 8 | -14 | 16 | 11 | -5 | -1 | -5 | -7 | 0.5
Cc1cccc2nc(CSc3nc4ccccc4[nH]3)cn12 | 3 | 3 | 1 | 0 | -2 | 21 | 2 | 10 | 1.9
CC(C)[C@H](NC(=O)c1ccccc1)C(=O)NCCc1ccccc1 | -4 | 12 | 7 | 9 | -3 | 11 | 4 | -5 | 1.7
CCC(=O)N1CCc2cc(Br)cc(S(=O)(=O)N3CCN(C(=O)c4ccco4)CC3)c21 | 10 | -2 | 5 | -17 | 1 | -2 | -2 | -5 | 1.3
Cc1ccccc1N(C(=O)Cc1cccs1)C(C(=O)NC1CCCCC1)c1cn(C)nc1C (stereo unspecified) | 24 | 0 | 8 | -25 | -2 | 16 | -2 | -1 | 0.3
O=C(CC1CCCCC1)NCc1ccc(Cl)cc1 | 1 | 12 | 12 | -21 | -2 | 11 | -2 | 3 | 5.7
CCN(C(=O)CSc1nc2ccccc2n1C)C1CCS(=O)(=O)C1 (stereo unspecified) | -13 | -4 | -5 | 12 | -4 | -7 | 0 | -2 | 0.5
COc1ccc(/C=C2\SC(=S)N(CC(=O)NNC(=O)c3ccncc3)C2=O)cc1 | -31 | -2 | 4 | -16 | -3 | 25 | -5 | 5 | 0.5
CCOC(=O)c1c2ccccc2[n+]([O-])n1[C@@H](C)C(N)=O | -6 | -12 | -60 | -37 | 5 | -16 | 0 | -15 | -0.5
CCN1C(=O)/C(=C\c2ccncc2)SC1=S | 68* | -5 | -29 | 16 | 2 | -8 | -1 | 4 | -1.0
Cc1ccc(CNC(=O)C(Cc2ccccc2)n2cccc2)cc1 (stereo unspecified) | 2 | 14 | 9 | 24 | -2 | 11 | -2 | 35 | -2.0
Cc1cc(C)c(NC(=O)c2cccc(NC(=O)c3ccco3)c2)c(C)c1 | 32 | 2 | 7 | 23 | -2 | 24 | -5 | -2 | -2.4
N#CC12CCCCC1CC1CCCCC1(C#N)N2CCO (stereo unspecified) | 0 | 5 | -9 | -16 | -2 | 35 | -3 | 0 | 1.0
Cc1ccc(-c2nsc3c(N4CCC(C(N)=O)CC4)ncnc23)cc1 | 8 | 9 | -23 | -67 | 6 | 2 | 2 | 2 | 2.3
O=C(NCCOc1ccccc1)c1ncn[nH]1 | 10 | 1 | -1 | 8 | 1 | -3 | 1 | -6 | -2.7
